# FXN GAA850 act: increases GAA850 frataxin promoter reporter activity; activation, % at 6 µM; HEK293 lucGAA850 FXN promoter luciferase reporter, 24 h; percent of 10 µM SAHA response; 0.56% of 360,000 active;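 active = activation above the average of all compounds screened plus 3 SD, cutoff fixed separately per campaign, cut at about 7.5% in these data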;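 note: 0% = DMSO wells and 100% = 10 µM SAHA wells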
# ssDAF12 agonist: S. stercoralis DAF-12 activation, primary screen | HEK293 ssDAF-12/GRIP1 lit1-tk-luc reporter, luminescence; % of 3 µM dafachronic acid response | AID 652126 | 1% of 370,000 active | activation, % at 6.8 µM;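 active = activation above the mean over all tested compounds plus 3 SD, cut at about 0.9% in these data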;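 note: 0% = DMSO-only wells and 100% = 3 µM delta7-dafachronic acid wells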
# DAX1 inh-1: DAX1 (NR0B1) inhibition, primary screen; HEK293T StAR-luciferase reporter, SF-1/DAX-1 repression relief; inhibition, % at 6.8 µM; 1.1% of 370,000 active; AID 652010;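 active = inhibition above the mean over all tested compounds plus 3 SD, cut at about 3.6% in these data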;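 note: 0% = DAX-1 cells with DMSO and 100% = cells lacking DAX-1 with DMSO; higher inhibition means more luminescence from relief of DAX-1 repression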
# DAX1 inh-2: inhibitors of human orphan nuclear receptor DAX1 (NR0B1). P51843. HEK293 Gal4-DAX1 luciferase reporter, luminescence. inhibition, % at 6.75 µM. 0.99% of 340,000 active. AID 504766;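 active = inhibition above the mean over all tested compounds plus 3 SD, cut at about 4.2% in these data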;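 note: 0% = DAX1-transfected cells with DMSO and 100% = empty-vector control cells with DMSO; inhibition shows as a rise in luminescence from relieved DAX1 repression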
# proKLK7 act: activators of human kallikrein-7 zymogen; 0.9% of 370,000 active; purified proKLK7, EDANS-DABCYL substrate fluorescence; 100% is mature enzyme control, 0% vehicle; AID 652039; activation, % at 7 µM;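 active = activation above the mean of all tested compounds plus 3 SD, computed per campaign excluding outliers beyond control limits, cut at about 13% in these data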
# NPR1 activator: GC-A (human) enzyme activation. P16066. HEK293 GC-A cells, cGMP TR-FRET, EC30 ANP; 0% at EC30 ANP, 100% saturating ANP. activation, % at 10 µM. 0.14% of 370,000 active. AID 1671463; in the data active = activation above about 40%
# hgDAF-12 ag: agonists of H. glycines DAF-12 nuclear receptor; HEK293 GAL4-hgDAF12 UAS-luciferase reporter, agonist luminescence; normalized to butyrate control; activation, % at 6.8 µM; 1.8% of 370,000 active; AID 687014;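 active = activation above a cutoff set at the mean of all screened compounds plus 3 SD, cut at about 10% in these data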;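 note: 0% = DMSO wells and 100% = sodium butyrate wells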
# NPR2 activator: GC-B (human) receptor activation; activation, % at 10 µM; 0.11% of 370,000 active; HEK293-GC-B cells, CNP EC30, cGMP TR-FRET; 0% at EC30 CNP, 100% saturating CNP;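 active = activation at 10 µM reaching about 35% in either raw or pattern-adjusted values, limit read from the data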
# Target sequence (P20594 whole entry, looked up): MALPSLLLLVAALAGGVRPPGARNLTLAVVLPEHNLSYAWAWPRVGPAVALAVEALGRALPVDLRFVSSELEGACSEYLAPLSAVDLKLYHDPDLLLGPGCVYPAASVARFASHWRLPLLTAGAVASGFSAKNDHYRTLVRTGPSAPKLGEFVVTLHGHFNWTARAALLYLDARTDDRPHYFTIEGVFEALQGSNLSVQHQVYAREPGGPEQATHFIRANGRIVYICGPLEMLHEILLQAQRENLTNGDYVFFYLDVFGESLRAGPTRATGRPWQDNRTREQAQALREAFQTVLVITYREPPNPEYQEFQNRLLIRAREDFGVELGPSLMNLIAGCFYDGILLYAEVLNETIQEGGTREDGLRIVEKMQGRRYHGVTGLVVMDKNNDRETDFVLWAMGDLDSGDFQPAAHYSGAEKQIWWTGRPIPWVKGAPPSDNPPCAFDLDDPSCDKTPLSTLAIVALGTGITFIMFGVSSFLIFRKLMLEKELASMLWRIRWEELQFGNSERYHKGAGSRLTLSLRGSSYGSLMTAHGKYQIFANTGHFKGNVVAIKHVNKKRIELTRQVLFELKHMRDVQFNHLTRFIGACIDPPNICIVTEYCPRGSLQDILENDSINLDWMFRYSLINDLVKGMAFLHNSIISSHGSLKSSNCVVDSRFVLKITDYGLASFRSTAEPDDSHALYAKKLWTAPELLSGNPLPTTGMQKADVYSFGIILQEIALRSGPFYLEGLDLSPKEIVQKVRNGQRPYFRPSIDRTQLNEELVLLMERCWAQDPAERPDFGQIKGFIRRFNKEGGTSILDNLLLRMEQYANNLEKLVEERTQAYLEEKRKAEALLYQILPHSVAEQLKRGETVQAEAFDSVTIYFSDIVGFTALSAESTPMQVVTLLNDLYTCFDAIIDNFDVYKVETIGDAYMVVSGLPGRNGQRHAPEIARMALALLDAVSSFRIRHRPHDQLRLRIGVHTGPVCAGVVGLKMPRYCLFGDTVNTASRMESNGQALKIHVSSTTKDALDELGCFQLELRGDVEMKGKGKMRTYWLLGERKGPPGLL
# HGIII-sPLA2 inh: Blocks human group III sPLA2 activity; Q9NZ20; QFRET BODIPY PC-A2 liposome hydrolysis, fluorescence; inhibition, % at 12.2 µM; 0.56% of 370,000 active;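 active = inhibition above mean plus 3 SD of compounds lying within the high and low control bounds, cut at about 19% in these data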;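 note: 0% = median of test compound wells and 100% = no enzyme DMSO wells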
# hcDAF-12 act: activates DAF-12 receptor from parasite H. contortus; HEK293 hcDAF-12 lit1-tk-luc reporter, luminescence; 0% DMSO, 100% Δ7-dafachronic acid; activation, % at 6.8 µM; 1.4% of 370,000 active; AID 652067;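 active = activation above the mean of all tested compounds plus 3 SD, cut at about 5.5% in these data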;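 note: 100% = response to 3 µM Δ7-dafachronic acid high control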
# SMARCA2 act: activators of SMARCA2 function. MG213 cells, MMTV-luciferase reporter, dexamethasone, overnight. activation, % at 9.1 µM. 1% of 370,000 active; in the data active = activation above about 7.8%;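 note: 0% = vehicle wells and 100% = reference activator wells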
# An asterisk follows results filed as active; . = not tested or not shown.
# Start of the listing, in advance (seven entries):
# Below each compound: SMARCA2 act	NPR1 activator	HGIII-sPLA2 inh	FXN GAA850 act	DAX1 inh-2	proKLK7 act	hgDAF-12 ag	DAX1 inh-1	hcDAF-12 act	NPR2 activator	ssDAF12 agonist
- COc1ccc(NC(=O)CN2CCN(Cc3ccccc3)CC2)cc1
 : -0.1	0.2	-0.8	2.1	-1.0	0.4	0.5	-1.0	-2.9	4.3	-0.4
- COc1cccc(C(C[N+](=O)[O-])c2c(C)[nH]n(-c3ccccc3)c2=O)c1 (stereo not given)
 : -1.2	1.0	-6.5	-1.1	0.2	-0.1	2.0	-0.2	-0.3	4.5	-1.1
- COC(=O)Cc1ccc(NC(=O)c2ccc3c(c2)C(=O)N(Cc2ccco2)C3=O)cc1
 : -0.8	0.4	-2.7	-0.5	1.5	-0.8	-1.9	0.1	-1.3	6.7	-1.4
- CCCNC(=O)N1CCC(n2nccc2NC(=O)CCOc2ccccc2)CC1
 : -1.3	-2.6	9.2	-0.6	0.7	0.4	5.4	3.4	0.9	1.6	-0.6
- CC(NC(=O)[C@@H](NC(=O)[C@@H]1Cc2ccccc2CN1)C(C)C)c1ccccc1 (stereo not given in full)
 : 1.7	0.4	7.5	-4.0	-0.3	-0.1	-1.2	-0.6	0.9	-0.7	-1.4
- COc1ccc(N(CC(=O)Nc2ccccc2C(=O)NCC(C)C)S(C)(=O)=O)cc1
 : -1.2	-4.5	-5.0	1.0	-0.8	-0.6	-0.2	0.8	0.6	-0.6	-1.0
- CCOc1ccccc1/C=c1\sc2nc(-c3ccco3)nn2c1=O
 : -0.2	1.4	2.0	1.7	0.0	0.4	0.2	0.3	1.5	-11.6	-0.4

# The listing (from the top)
# Below each compound: SMARCA2 act	NPR1 activator	HGIII-sPLA2 inh	FXN GAA850 act	DAX1 inh-2	proKLK7 act	hgDAF-12 ag	DAX1 inh-1	hcDAF-12 act	NPR2 activator	ssDAF12 agonist
- COc1ccc(NC(=O)CN2CCN(Cc3ccccc3)CC2)cc1
 : -0.1	0.2	-0.8	2.1	-1.0	0.4	0.5	-1.0	-2.9	4.3	-0.4
- COc1cccc(C(C[N+](=O)[O-])c2c(C)[nH]n(-c3ccccc3)c2=O)c1 (stereo not given)
 : -1.2	1.0	-6.5	-1.1	0.2	-0.1	2.0	-0.2	-0.3	4.5	-1.1
- COC(=O)Cc1ccc(NC(=O)c2ccc3c(c2)C(=O)N(Cc2ccco2)C3=O)cc1
 : -0.8	0.4	-2.7	-0.5	1.5	-0.8	-1.9	0.1	-1.3	6.7	-1.4
- CCCNC(=O)N1CCC(n2nccc2NC(=O)CCOc2ccccc2)CC1
 : -1.3	-2.6	9.2	-0.6	0.7	0.4	5.4	3.4	0.9	1.6	-0.6
- CC(NC(=O)[C@@H](NC(=O)[C@@H]1Cc2ccccc2CN1)C(C)C)c1ccccc1 (stereo not given in full)
 : 1.7	0.4	7.5	-4.0	-0.3	-0.1	-1.2	-0.6	0.9	-0.7	-1.4
- COc1ccc(N(CC(=O)Nc2ccccc2C(=O)NCC(C)C)S(C)(=O)=O)cc1
 : -1.2	-4.5	-5.0	1.0	-0.8	-0.6	-0.2	0.8	0.6	-0.6	-1.0
- CCOc1ccccc1/C=c1\sc2nc(-c3ccco3)nn2c1=O
 : -0.2	1.4	2.0	1.7	0.0	0.4	0.2	0.3	1.5	-11.6	-0.4
- COc1ccc(S[C@]2(C(=O)N(C)C)CC(=O)N(C(=O)CCc3ccccc3)[C@@H]2c2ccc(OC)cc2)cc1
 : -3.9	7.5	-0.1	.	.	-0.4	-1.9	-0.5	-0.1	-0.8	-0.8
- O=C(CCN1CCOCC1)N1c2ccccc2Sc2ccc(Cl)cc21
 : -2.1	-52.3	5.9	1.2	-0.4	0.0	-3.7	-0.2	-2.0	-13.7	-1.3
- Cc1cc(C(=O)N/N=C/c2c[nH]c3ccccc23)cs1
 : 0.5	0.2	-0.9	1.9	0.6	-0.5	7.8	0.3	4.2	-3.7	0.8
- N#CC/C(N)=N/NC(=O)CCCNc1ncc(C(F)(F)F)cc1Cl
 : 0.7	0.9	2.4	2.8	0.2	-0.7	-4.0	0.2	-0.9	-2.2	-0.6
- C#CCC(NC(=O)c1ccc(C(F)(F)F)cc1)C(=O)NCCC (stereo not given)
 : -0.2	0.0	-2.3	0.1	1.8	0.2	1.8	0.7	1.1	2.8	-1.3
- COc1cc(C(=O)OC2CCN(C)CC2)cc(OC)c1OC
 : 5.2	0.5	2.0	-2.1	0.8	0.4	0.8	0.6	0.0	-1.3	-0.9
- Cc1ccc(CN2CC(C(=O)N3CCN(S(=O)(=O)c4ccccc4)CC3)CC2=O)cc1 (stereo not given)
 : -1.6	1.7	-5.1	1.9	0.0	0.4	-0.5	1.6	-0.9	-1.2	-0.6
- CCC(C(=O)NC1CCCCC1)n1c(SCc2cccc(F)c2)nc2ccncc21 (stereo not given)
 : -1.6	-2.6	-0.7	-1.0	-0.3	0.5	-3.4	-1.4	0.5	-0.9	-1.2
- Cc1cc(C)n(-c2ccc(C(=O)Nc3cc(C(F)(F)F)ccc3N3CCOCC3)cc2)n1
 : -0.4	-3.0	4.2	2.5	-0.5	-0.8	1.6	-0.4	-1.6	-4.6	-0.8
- C[C@H](CO)N1C[C@H](C)[C@@H](CN(C)C(=O)Cc2ccccc2)OCCCC[C@H](C)Oc2ccc(NC(=O)NC3CCCCC3)cc2C1=O
 : -2.8	-0.7	-15.0	-8.1	0.1	0.6	1.5	-1.0	1.4	7.3	-1.1
- Cc1cccc(N2CC(C(=O)OCC(=O)c3c(N)n(CC(C)C)c(=O)n(C)c3=O)CC2=O)c1C (stereo not given)
 : -2.4	-0.7	3.8	1.2	-0.6	-0.2	0.9	-1.1	-2.8	-3.5	-0.6
- Cc1nn(CCCC(=O)NCCc2ccccc2)c(=O)c2nccn12
 : -2.3	0.7	14.9	-0.2	0.1	0.3	-2.0	-0.8	0.3	-4.6	-1.3
- CCN(CC(=O)Nc1ccc(OC)cc1)C(=O)CSCC(=O)Nc1cc(C)on1
 : 2.6	0.6	6.2	0.7	0.3	0.7	1.4	0.4	1.1	1.1	-0.7
- O=C(c1ccc2c(=O)n(-c3ccccc3)c(=O)[nH]c2c1)N1CCN(c2ccc(F)cc2)CC1
 : -2.5	0.3	-0.8	-1.5	-1.2	-0.3	-1.8	-1.0	-1.9	0.2	-2.0
- COc1ccc(CCNC(=O)C2CC(c3ccccc3F)=NO2)cc1 (stereo not given)
 : 1.7	-0.4	1.7	-0.2	0.3	-0.2	2.7	-0.3	0.3	4.5	-1.2
- CCOc1c(Br)cc(CNc2ccc3c(c2)OCCO3)cc1OC
 : -4.8	0.2	5.9	-14.1	-3.4	-0.9	-9.0	-1.9	-5.1	-16.7	-2.2
- CCOC(=O)CSc1snnc1C
 : -3.0	6.2	1.8	2.8	0.3	0.1	-0.1	-0.6	-0.9	0.3	-0.8
- COc1ccc(N(C(=O)c2ccco2)S(=O)(=O)c2cc(OC)ccc2OC)cc1
 : 1.1	-8.6	-10.3	2.0	-0.4	-0.1	-1.4	0.0	-0.9	-10.7	-1.6
- CCOC(=O)c1sc(NC(=O)c2cncc(Br)c2)nc1C
 : 10.0*	-2.1	7.1	.	.	0.5	2.1	0.4	-1.0	-0.7	-0.6
- O=C(CSc1cccc[n+]1[O-])NCC1CCCCC1
 : -0.7	3.5	-6.5	0.2	0.6	-0.2	-1.5	-0.2	0.3	3.6	-0.7
- CC(C)COP(=O)(c1ccc(N(C)C)cc1)C(O)c1ccccc1 (stereo not given)
 : -0.3	-2.2	0.8	-1.4	-0.5	0.4	-2.2	0.1	-1.0	-2.7	-1.5
- CCOC(=O)CSc1nc2ccccc2c(=O)n1NC(=O)c1ccccc1
 : 2.3	9.7	2.0	4.2	0.1	0.5	11.4*	3.9*	3.5	2.1	1.1*
- O=C(c1ccccn1)N(CC1CCCO1)C1(C(=O)NC2CCCCC2)CCCCC1 (stereo not given)
 : -2.2	-7.8	0.0	0.5	-0.8	-0.5	0.0	-0.7	-2.2	0.2	-1.4
- COc1ccccc1Nc1c2ccccc2nc2ccccc12
 : -3.0	-45.6	11.5	5.4	-2.4	1.4	-2.7	-1.5	-3.3	-11.6	-1.6
- COc1ccc2nc(NC(=O)[C@@H]3CCCN3C(=O)c3cccs3)sc2c1
 : 6.9	1.9	-0.1	0.6	0.8	-0.2	2.5	-0.2	4.0	3.5	0.5
- O=c1oc(-c2ccccc2)nc2c1C1(CCCCC1)Cc1ccccc1-2
 : -3.3	-3.2	6.5	0.9	-0.9	-0.1	-0.1	1.0	-0.2	1.0	-1.5
- COCc1cc(CNC(=O)C2CCC(=O)N(Cc3ccccc3F)C2)[nH]n1 (stereo not given)
 : -2.3	3.1	2.1	0.7	0.8	-0.8	-0.1	1.1	-0.3	-2.2	-0.9
- O=C(COc1ccccc1-c1ccccc1)NCCN1C(=O)S/C(=C\c2cccnc2)C1=O
 : 0.4	-9.7	0.9	3.0	-0.9	-0.2	4.1	0.1	-0.1	-3.9	-0.8
- COc1ccc(CCNC(=O)c2c(O)c3c([nH]c2=O)CCCC3)cc1
 : -3.4	-5.6	7.0	-0.4	0.9	0.1	1.6	1.0	0.1	-2.5	-0.7
- CCCN(CC(=O)Nc1ccc(F)c(F)c1F)CC(=O)Nc1c(Cl)cccc1Cl
 : -0.8	-0.9	-3.1	-0.1	-0.3	-0.8	0.5	-0.9	-1.0	-2.8	-0.7
- Clc1ccccc1-c1cc2nc(NCCCn3ccnc3)ccn2n1
 : -0.2	-2.9	-19.8	3.7	.	1.5	8.2	1.4	7.2*	-1.3	-0.4
- CCC(=O)Nc1ccc(N2CCCCC2)c(C(=O)Nc2ccc(OC)cc2)c1
 : -3.8	4.7	-8.7	-0.5	-0.4	0.0	-2.5	-4.1	-3.3	2.9	-1.5
- CC1CCN(S(=O)(=O)c2cccc(C(=O)NNC(=O)c3ccco3)c2)CC1
 : -4.2	-1.8	-10.1	1.5	1.1	-0.4	0.7	0.1	-2.0	5.7	-1.0
- COC(=O)c1nc(NC2=NCCCCC2)n[nH]1
 : -1.8	3.5	-2.2	4.3	1.2	-0.2	0.7	-0.2	-0.6	-0.5	-0.4
- CCc1ccccc1NC(=O)CSc1nnc(C2CC2)n1CC1CCCO1 (stereo not given)
 : 2.9	4.3	1.4	0.4	-0.4	-0.3	-2.6	0.1	-2.9	2.5	-1.2
- Clc1nc(Cl)nc(N(c2ccccc2)c2ccccc2)n1
 : -0.8	0.3	5.1	-3.0	-1.7	-0.4	2.1	-0.7	0.2	3.5	-0.7
- COc1ccc2c(c1)CO[C@H]([C@H](O)CO)[C@H]2/C=C/c1ccccc1
 : -4.7	6.5	-4.4	.	.	-0.2	0.3	-0.1	-0.6	-4.4	-0.8

# No enrichment for hits; any-hit rate near 6.7%.
